# DAX1 inh-1 – DAX1 (NR0B1) inhibitors, primary screen, cell-based, HEK293, Gal4-DAX1, luciferase luminescence; Nuclear receptor subfamily 0 group B member 1 (Homo sapiens), P51843; HEK293 Gal4-DAX1 luciferase reporter; inhibition, % at 6.75 µM; hit rate 0.99% among 340,000; AID 504766, 2011;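 active means inhibition above the mean over all tested compounds plus 3 SD, cut at about 4.2% in these data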;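 further: 0% = DAX1-transfected cells with DMSO and 100% = empty-vector control cells with DMSO; inhibition shows as a rise in luminescence from relieved DAX1 repression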
# Target sequence (P51843 207-470 limits assumed): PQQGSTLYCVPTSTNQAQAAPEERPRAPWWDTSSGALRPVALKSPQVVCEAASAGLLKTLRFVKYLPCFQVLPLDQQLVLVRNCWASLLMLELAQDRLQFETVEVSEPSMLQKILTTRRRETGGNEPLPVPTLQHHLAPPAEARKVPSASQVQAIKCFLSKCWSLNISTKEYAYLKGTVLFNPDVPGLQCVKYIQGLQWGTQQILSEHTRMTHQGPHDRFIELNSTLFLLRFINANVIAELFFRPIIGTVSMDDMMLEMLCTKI
# hgDAF12 agonist – H. glycines DAF-12 receptor agonists, primary screen, cell-based, luminescence, HEK293, GAL4 fusion, UAS-luciferase; Nuclear hormone receptor DAF-12 (Heterodera glycines), GAL4 fusion; HEK293 GAL4-hgDAF12 UAS-luciferase reporter, agonist luminescence; normalized to butyrate control; activation, % at 6.8 µM; hit rate 1.8% among 370,000; AID 687014, 2013;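 active means activation above a cutoff set at the mean of all screened compounds plus 3 SD, cut at about 10% in these data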;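 further: 0% = DMSO wells and 100% = sodium butyrate wells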
# ADAM10 inh – human ADAM10 inhibitors, primary screen, biochemical, QFRET, HTS. Disintegrin and metalloproteinase domain-containing protein 10 (Homo sapiens), O14672. recombinant ADAM10, EDANS/DABCYL FRET peptide cleavage, 3 h. inhibition, % at 7 µM. hit rate 0.62% among 370,000;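 active means inhibition above a per-campaign cutoff equal to the mean of compounds falling between control-based bounds plus 3 SD, cut at about 20% in these data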;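 further: 0% = DMSO wells while the 100% control is not disclosed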
# Target sequence (O14672 214-748 limits assumed): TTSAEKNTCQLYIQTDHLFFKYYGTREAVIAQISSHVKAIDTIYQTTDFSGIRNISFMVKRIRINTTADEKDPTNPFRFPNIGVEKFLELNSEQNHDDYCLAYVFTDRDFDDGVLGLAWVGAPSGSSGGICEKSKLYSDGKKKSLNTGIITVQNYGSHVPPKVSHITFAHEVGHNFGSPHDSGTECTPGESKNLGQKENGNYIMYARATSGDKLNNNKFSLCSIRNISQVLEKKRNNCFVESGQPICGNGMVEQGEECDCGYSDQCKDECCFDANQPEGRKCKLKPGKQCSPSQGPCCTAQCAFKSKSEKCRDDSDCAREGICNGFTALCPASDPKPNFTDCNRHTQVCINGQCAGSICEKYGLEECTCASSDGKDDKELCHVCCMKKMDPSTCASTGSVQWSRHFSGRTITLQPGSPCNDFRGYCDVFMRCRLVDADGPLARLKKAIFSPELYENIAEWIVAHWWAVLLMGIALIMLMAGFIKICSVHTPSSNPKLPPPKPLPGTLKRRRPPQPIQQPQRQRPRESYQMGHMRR
# DAX1 inh-2 – DAX1 (NR0B1) inhibitors on StAR promoter, primary screen, cell-based, luminescence, SF-1 (NR5A1), full-length DAX-1; HEK293T StAR-luciferase reporter, SF-1/DAX-1 repression relief; inhibition, % at 6.8 µM; AID 652010, 2013; hit rate 1.1% among 370,000;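 active means inhibition above the mean over all tested compounds plus 3 SD, cut at about 3.6% in these data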;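 further: 0% = DAX-1 cells with DMSO and 100% = cells lacking DAX-1 with DMSO; higher inhibition means more luminescence from relief of DAX-1 repression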
# PG9 binder – binders of HIV-1 gp120 antibody PG9, primary screen, biochemical, TR-FRET. HIV-1 gp120 / PG9 antibody interaction. TR-FRET gp120-PG9 antibody binding. inhibition, % at 6.7 µM. hit rate 0.43% among 360,000; in the data active means inhibition above about 8.5%
# ssDAF12 agonist – S. stercoralis DAF-12 nuclear receptor activators, primary screen, cell-based, luminescence, HEK293, GRIP1 co-expression, lit1-tk-luc | Nuclear hormone receptor DAF-12 (Strongyloides stercoralis) | HEK293 ssDAF-12/GRIP1 lit1-tk-luc reporter; % of 3 µM dafachronic acid response | activation, % at 6.8 µM | hit rate 1% among 370,000 | AID 652126, 2013;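 active means activation above the mean over all tested compounds plus 3 SD, cut at about 0.9% in these data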;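 further: 0% = DMSO-only wells and 100% = 3 µM delta7-dafachronic acid wells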
# GAA850 FXN act – FXN promoter activators, primary screen, cell-based, luciferase luminescence, HEK293 lucGAA850; HEK293 lucGAA850 FXN promoter luciferase reporter, 24 h; percent of 10 µM SAHA response; hit rate 0.56% among 360,000; activation, % at 6 µM;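 active means activation above the average of all compounds screened plus 3 SD, cutoff fixed separately per campaign, cut at about 7.5% in these data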;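 further: 0% = DMSO wells and 100% = 10 µM SAHA wells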
# hcDAF-12 act – H. contortus DAF-12 nuclear receptor activators, primary screen, cell-based, luminescence, HEK293, lit1-tk-luc reporter; AID 652067, 2013; hit rate 1.4% among 370,000; activation, % at 6.8 µM; HEK293 hcDAF-12 lit1-tk-luc reporter; 0% DMSO, 100% Δ7-dafachronic acid;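 active means activation above the mean of all tested compounds plus 3 SD, cut at about 5.5% in these data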;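 further: 100% = response to 3 µM Δ7-dafachronic acid high control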
# NPR1 activator – GC-A stimulated cGMP production enhancers – HEK293 GC-A cells, cGMP TR-FRET, EC30 ANP, primary screen | Atrial natriuretic peptide receptor 1 (Homo sapiens), P16066 | 0% at EC30 ANP, 100% saturating ANP | activation, % at 10 µM | hit rate 0.14% among 370,000 | AID 1671463, 2021; in the data active means activation above about 40%
# ADAM17 inh – ADAM17 inhibitors, primary screen, biochemical, QFRET; inhibition, % at 6.95 µM; recombinant ADAM17, EDANS/DABCYL FRET peptide cleavage; hit rate 0.83% among 370,000; AID 720648, 2013;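 active means inhibition above the mean of compounds lying between control limits plus 3 SD, set per campaign, cut at about 8.5% in these data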;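 further: 0% = DMSO-only wells as the low control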
# SMARCA2 act – SMARCA2 (BRM) function activators, primary screen, cell-based, luminescence, high throughput; MG213 cells, MMTV-luciferase reporter, dexamethasone, overnight; activation, % at 9.1 µM; hit rate 1% among 370,000; AID 652017, 2013; in the data active means activation above about 7.8%;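 further: 0% = vehicle wells and 100% = reference activator wells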
# Active calls of the source: *; / = no result given. No enrichment for hits; any-hit rate near 6.8%.
smiles	DAX1 inh-1	hgDAF12 agonist	ADAM10 inh	DAX1 inh-2	PG9 binder	ssDAF12 agonist	GAA850 FXN act	hcDAF-12 act	NPR1 activator	ADAM17 inh	SMARCA2 act
COC(=O)c1ccccc1NC(=O)COC(=O)Cc1ccc(S(=O)(=O)N2CCOCC2)s1	0.6	0.6	-10	-1.3	-0.5	-0.4	1.6	0.7	0	-4	-1
CC(C)c1ccc(/C=N/NC(=O)C2CCCC2)cc1	-0.1	7.6	-2	3.6	-1.8	-0.2	6.1	6.0*	1	0	3
CCOC(=O)c1ccc2c(c1)N(CC(=O)N1CCCCC1)C(=O)C(C)(C)O2	-1.1	-2.5	-6	-0.3	1.8	-1.7	-1.7	0.7	1	-4	-2
CC(C)Cn1c(SCC(=O)N(C)c2c(N)n(Cc3ccccc3)c(=O)[nH]c2=O)nc2ccccc21	1.0	2.0	-1	2.1	0.6	-0.8	2.5	1.1	-1	7	-2
CCOC(=O)c1c(NC(=O)C2C3CCC(O3)C2C(=O)O)sc2c1CCCC2 (stereo not given)	-0.9	-4.6	-7	-0.7	0.0	-0.9	0.5	-0.1	1	-2	-2
O=C(CSc1nnc(COc2ccc(Cl)cc2)o1)NC1CC2CCC1C2 (stereo not given)	-0.6	-1.2	-6	0.1	1.4	-0.2	-0.1	-1.4	15	0	-1
O=C(N/N=C/C1=C(N2CCOCC2)C(=C\c2ccccc2)/CC1)Nc1ccccc1	-0.3	-0.8	-6	0.5	-2.1	-0.3	0.9	-0.4	4	-2	0
CC(C)NC(=O)CCS(=O)(=O)c1cccc2nonc12	1.9	0.2	4	0.6	-1.1	-0.8	-1.4	0.1	-3	-6	2
Cc1ccc(NC(=O)CSc2sc3c(O)cc(=O)[nH]c3c2C#N)cc1C	0.2	0.8	1	-0.5	-3.5	-0.6	-1.9	-0.2	0	-1	2
CCCCN(C)CCCNC(=O)C1CCC(CNS(=O)(=O)c2c(C)cc(C)cc2C)CC1 (stereo not given)	-1.1	1.4	-6	0.5	0.6	-0.6	1.2	-0.4	2	-5	-1
Cc1cc(O)c(C2=Nc3ccccc3SC(c3ccc(Cl)cc3)C2)c(=O)o1 (stereo not given)	2.2	5.5	-8	0.1	0.4	0.0	-2.5	6.1*	-9	-2	0
CCOc1ccc2c3c(c(=O)oc2c1OCC)CCCC3	-0.1	-1.1	-171	0.5	0.5	-1.6	2.6	-1.5	-1	-70	0
O=C(Nc1ccc(Cl)cc1C(=O)NCc1cccnc1)c1ccc(Cl)cc1Cl	-0.9	-0.1	0	-0.1	0.2	-1.1	-1.1	-0.2	4	6	-5
N#Cc1c(NC(=S)NC(=O)Cc2cccs2)sc2c1CCCCC2	0.4	4.4	1	0.7	-1.3	-1.7	0.8	-1.2	-3	0	-1
Cc1cc(C)n(CC(=O)NC2CCCCC2C)c(=O)c1C#N (stereo not given)	0.0	0.6	-4	1.6	-0.7	-1.0	-0.3	-0.6	-2	-2	-2
COc1cccc(C(=O)NNC(=O)Cc2csc(N)n2)c1	-0.1	-1.8	6	-0.5	-0.3	-1.7	-1.3	-1.2	2	-1	-3
Cc1ccccc1C(=O)NNS(=O)(=O)c1ccc(F)cc1	-0.2	-3.7	-12	-0.7	2.0	-0.9	0.1	1.2	3	0	-3
O=C(O)CC(C(=O)O)n1nc(-c2ccccc2)cc1-c1ccccc1 (stereo not given)	1.5	5.3	3	1.4	0.2	0.2	7.4	5.8*	0	-2	4
CCN(CC(=O)Nc1ccccc1C(F)(F)F)C(=O)Cc1cccs1	0.8	0.8	-3	0.3	-0.9	-0.8	0.2	-1.9	-1	2	-2
O=C(CCNC(=O)c1ccccc1)N/N=C/c1ccc([N+](=O)[O-])cc1	-1.1	-0.7	0	0.1	-2.1	-0.6	0.4	-0.8	-2	-3	2
Cc1ccccc1N=C1Nc2ccccc2N[C@]12C[C@H]1CCC(=O)N3CC[C@@H](C2)[C@@H]13	-0.3	1.5	-2	1.1	-1.9	0.1	-1.4	2.7	-7	-5	2
O=C(NCc1ccccn1)c1n[nH]c2ccccc12	-0.8	1.4	-1	-0.1	-0.6	-0.4	2.5	-1.1	6	-4	-1
Cc1ccc(C)c(N(CC(=O)NC2CCCC2)C(=O)c2oc(C(C)(C)C)cc2C)c1	-2.3	-0.3	6	-1.5	1.1	-1.7	-2.9	-3.9	/	2	-3
COc1ccc(C(=O)Cn2nnc(-c3ccccc3NC(=O)C3CCCCC3)n2)cc1	-0.5	-2.5	1	0.2	0.8	-0.8	1.8	-1.1	-4	-3	4
C[C@@H]1CN([C@H](C)CO)S(=O)(=O)c2ccc(Br)cc2O[C@H]1CN(C)C(=O)C1CCCCC1	-1.2	-1.4	-14	-0.5	-0.4	-1.0	-1.8	0.2	-22	1	-2
Cc1cn(Cc2ccccc2Cn2cc(C)c(=O)[nH]c2=O)c(=O)[nH]c1=O	-0.6	-2.8	2	-0.3	-1.7	-1.9	0.8	-0.6	1	-2	1
CCOC(=O)C1(Cc2ccccc2)C(=O)N(CCCN(C)C)c2ccccc21 (stereo not given)	/	-1.2	0	0.1	-0.5	0.0	-0.2	-0.9	-6	0	-2
Cc1ccc2c(c1)nnn2C1CCN(CC(=O)Nc2ccc(F)cc2)CC1	-2.8	3.8	3	-0.6	-1.7	-1.5	-0.7	-2.0	-6	-3	-3
COc1ccc(-c2cc(C(F)(F)F)nc(-n3cncn3)n2)cc1	-1.3	-0.8	-243	0.1	-0.5	-1.1	2.7	-2.1	-1	-65	1
COc1cc(NC(=O)CSc2nnc(NC(C)C)s2)cc(OC)c1OC	-0.8	0.7	-8	-0.8	-2.0	-1.2	0.6	-1.6	-2	-1	1
COc1ccc(NC(=O)Cn2c(C)cc(=O)c3cccc(OC)c32)cc1	0.1	-0.2	6	0.2	-0.4	-1.0	0.1	-1.4	5	-3	1
O=C(/C=C/c1ccc([N+](=O)[O-])cc1)NCCN1C(=O)S/C(=C\c2ccc(F)cc2)C1=O	-0.5	0.3	-2	-0.4	-1.9	-1.4	1.6	0.1	-10	-4	-3
CC(=O)Nc1cc(C(=O)NCCN2CCN(Cc3ccccc3)CC2)ccc1Sc1ccc(C)cc1	-0.2	-0.5	3	-0.8	-1.0	-1.2	-1.2	-1.2	6	-4	-1
Cc1noc(C)c1COC(=O)Cc1ccc(Br)cc1	0.0	-0.4	1	0.5	-0.8	-1.4	-0.4	0.1	-23	3	1
O=S(=O)(NCc1ccccn1)c1cc(C(F)(F)F)ccc1Cl	0.5	1.2	-4	-0.8	1.1	-1.4	-1.0	-1.7	1	-2	-1
O=C1CC(N2CCN(c3nc4ccccc4s3)CC2)C(=O)N1c1cccc(F)c1 (stereo not given)	-0.7	5.5	-3	-1.1	-1.6	-1.9	-0.5	-1.7	-1	-2	0
CC(/C=C1\NC(=S)NC1=O)=C\c1ccccc1	0.3	1.4	5	-0.4	-3.7	-0.8	-0.1	-2.7	-7	-1	2
Cc1ccc(C)c(NC(=O)CN(C)C(=O)CCN2C(=O)c3ccccc3C2=O)c1	0.0	0.3	-9	-0.4	-1.4	-1.2	0.6	-0.3	2	-3	0
O=CN1CCN(c2ncnc3c2nnn3Cc2c(F)cccc2Cl)CC1	0.1	-1.3	12	-0.3	-0.7	-0.9	1.1	-0.8	3	0	1
COC(=O)[C@]12C[C@H](CC(=O)N3CCOCC3)C(=O)N(Cc3ccc(Cl)cc3Cl)C1=C[C@H](C(C)C)O[C@@H]2C1CC1	/	-3.6	3	-0.5	/	-0.4	/	-0.5	-35	-2	-3
CCCC1C2C(=O)N(c3ccccc3OCC)C(=O)C2ON1c1ccccc1 (stereo not given)	-0.5	3.1	5	0.9	-0.7	-0.6	-2.3	2.6	-2	0	-1
CCCOc1ccc(C(=O)NC(=S)Nc2nc(C)c(C(=O)N(C)C)s2)cc1	1.0	-2.4	6	-0.3	-1.2	-0.9	-1.7	-1.6	1	-2	-1
Cc1cnc(=O)[nH]c1SCc1ccc(C(F)(F)F)cc1	1.2	2.9	-4	0.2	-2.0	-1.3	-0.3	-2.7	-2	-1	-2
CCOc1ccccc1N(CC(=O)OC)S(=O)(=O)c1ccccc1	1.3	-0.9	-12	0.1	1.7	-0.5	1.1	-1.9	-7	-2	-1
COc1ccccc1NC(=O)c1ccc(Cl)c(S(=O)(=O)N2CCOCC2)c1	-0.4	-1.4	3	-0.5	1.3	-1.7	0.6	-2.4	2	-5	-1
CC(=O)c1ccc(NC(=O)CSc2nc3[nH]c(=O)cc(O)c3s2)cc1	-0.3	1.3	-14	-1.1	1.6	-1.4	2.1	-1.1	-1	-3	0
O=C(NC1CCCCC1)c1cc2nc3c(c(C(F)(F)F)n2n1)CCCC3	0.0	3.3	-1	1.4	-1.4	-0.6	0.7	0.0	3	-3	6
COc1ccc(CNS(=O)(=O)c2ccc(-c3ccc(=O)[nH]n3)s2)cc1OC	0.2	-0.8	9	0.2	-0.4	-1.5	1.9	0.2	-12	1	5
Cc1cccc(C)c1NC(=O)CS(=O)CC(=O)Nc1ccc(F)cc1F (stereo not given)	-0.5	3.4	5	0.7	-0.4	-0.9	2.4	-1.6	1	-5	2
COc1ccc(OC)c(CCNC(=O)CC2Oc3ccc(C)cc3NC2=O)c1 (stereo not given)	1.0	-1.0	-7	-0.1	1.6	-1.2	-0.4	-0.8	-23	0	0
O=C(Cc1c[nH]c2ccccc12)NCc1ccncc1	1.6	2.4	-3	-0.1	-0.8	-0.5	-0.7	1.1	2	-4	-1
Cc1ccc(NC(=O)C2CSC3(C)CCC(=O)N23)cc1S(=O)(=O)N1CCCCCC1 (stereo not given)	0.4	0.1	-6	-2.5	-1.7	-1.3	-1.7	-1.9	0	-3	-2
CC(=O)Nc1cc[n+](C(C)C(=O)c2ccc(Br)cc2)cc1 (stereo not given)	1.5	-1.5	-3	-0.2	0.7	-1.5	2.0	0.6	0	-3	-2
O=[N+]([O-])c1ccc2[nH]ccc2c1	/	2.2	-6	1.2	-0.3	0.7	/	1.2	-3	-5	0

# Source: PubChem (several laboratories)
